Screening data deposited in PubChem BioAssay by National Center for Advancing Translational Sciences (NCATS).
MCF10A rerep: DNA re-replication induction in MCF 10a cells; AID 624296; MCF 10A DNA re-replication, Hoechst nuclear intensity, 48 h; hit rate 2.9% among 350,000; Potency, µM (highest dose often 46.1 µM), for inactives: at the top dose activity, positive = re-replication, actives largely listed as activators; also: potency is read from the fitted curve at half-maximal effect; % of control where 0% means no effect; nearly all actives have a fitted effect of over 50% in size
ATXN2 expr inh: inhibitors of ATXN2 expression; hit rate 0.72% among 360,000; AID 1745845; Potency, µM (doses to about 57 µM), inactives show top-dose activity change, negative = inhibition, most hits filed as inhibitors; HEK-293 ATXN2-luciferase reporter, luminescence, 24 h; also: potency is read from the fitted curve at half-maximal effect; % is scaled to controls: 0 for no effect and ±100 for the full control effect; nearly all actives have a fitted effect of over 55% in size
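ATXN2-luciferase reporter cells (luciferase flanked by upstream and downstream ATXN2 gene portions) were treated 24 h at 37 °C with compounds at up to 57 uM. SteadyGlo luminescence gave expression; GF-AFC fluorescence gave viability.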
SW480 rereplic: inducers of DNA re-replication in SW480 colon cancer cells; SW480 DNA re-replication, Hoechst DNA content imaging, 48 h; Potency, µM (titrated, usually from 46.1 µM), for the others: at the highest dose re-replication activation, usual class: activators; hit rate 1.8% among 340,000; also: potency is read from the fitted curve at half-maximal effect; % of control where 0% means no effect; nearly all actives have a fitted effect of over 55% in size
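Cells (250 per well) received 23 nL compound or DMSO by pin tool and were kept 48 hr at 37 C, 5% CO2. Nuclei were then stained with Hoechst for 40 min and scanned for DNA content.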
IL-1B inflam inh: inhibitors of inflammasome signaling (IL-1 beta secretion); THP-1 LPS/ATP IL-1B secretion, AlphaLISA, 16 h; stronger effect = lower value; activity change, % at 57.5 µM; hit rate 4.7% among 360,000; AID 743279; in the data active = activity change below about -50%; inconclusive = mostly about -30% to -49%; also: % is scaled to controls: 0 for no effect and ±100 for the full control effect
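Secreted IL-1B measured by AlphaLISA bead assay after 16 h compound exposure of THP-1 cells; compounds (final up to 57.5 uM) added 1 h before LPS (250 ng/mL) and ATP (1.25 mM) stimulation; lower signal means less secretion.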
HT1080 IDH1KD tx: HT-1080 IDH1 knockdown cell toxicity (counter line). hit rate 2% among 360,000. Potency, µM (highest dose often 46.1 µM), for inactives: at the top dose activity, negative = toxicity, hits mostly cytotoxic. HT-1080 IDH1 knockdown viability, ATP luminescence, 48 h;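 also: potency is read from the fitted curve at half-maximal effect; 0% = DMSO wells and -100% = cell-free medium wells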
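In this qHTS, HT-1080 cells depleted of IDH1 are exposed for 48 h at 37 °C to compound titrations. Toxicity is scored from CellTiter-Glo luminescence, with DMSO as full viability and medium alone as none.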
HT1080NT lethal: kills 2HG-producing HT-1080-NT fibrosarcoma cells; HT-1080-NT fibrosarcoma viability, CellTiter-Glo ATP luminescence, 48 h; Potency, µM (highest dose often 46.1 µM), for the others: top-dose activity, negative = less viability, most hits filed as cytotoxic; hit rate 1.6% among 360,000; AID 686970;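 also: NT is the 2HG producing partner of a matched IDH1 knockdown line; potency is read from the fitted curve at half-maximal effect; 0% = DMSO-treated cells and -100% = media-only wells without cells; nearly all actives have a fitted effect of over 55% in size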
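HT-1080-NT; 750 cells/well; 5% FBS RPMI; 48 h compound, 37 degrees C; CellTiter-Glo luminescence; curve fitting and curve-class assignment.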
KB-V1 MDR tox: KB-V1 MDR subline cytotoxicity; KB-V1 MDR cells viability, CellTiter-Glo, 72 h; Potency, µM (highest dose often 46.1 µM), for inactives: at the top dose activity change, negative = cytotoxicity, usual class: cytotoxic; hit rate 3.4% among 400,000; also: potency is read from the fitted curve at half-maximal effect; % is scaled to controls: 0 for no effect and ±100 for the full control effect; nearly all actives have a fitted effect of over 60% in size
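Luminescent ATP read-out (CellTiter-Glo, 10 min) measures survival of drug-selected KB-V1 MDR cells after 72 h, 37 degrees C compound exposure. Medium: phenol-red-free DMEM, 10% FBS. Values from fitted concentration-response curves.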
S2 tox: viability counter-screen for ATXN expression inhibitors | S2 cells (HEK-293 line with an ATXN2-luciferase reporter) viability, CellTiter-Fluor protease fluorescence, 24 h | Potency, µM (top dose mostly 56.7 µM), usual class: cytotoxic | hit rate 0.49% among 400,000 | AID 651635; also: potency is read from the fitted curve at half-maximal effect; nearly all actives have a fitted effect of over 40% in size
KB-3-1 tox: KB-3-1 parental cell cytotoxicity | KB-3-1 viability, CellTiter-Glo ATP luminescence, 72 h | Potency, µM (titrated, usually from 46.1 µM), without a hit: top-dose activity change, negative = cytotoxic, hits mostly cytotoxic | hit rate 1.4% among 400,000; also: potency is read from the fitted curve at half-maximal effect; % is scaled to controls: 0 for no effect and ±100 for the full control effect; nearly all actives have a fitted effect of over 60% in size
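Parental KB-3-1 adenocarcinoma cells in phenol-red-free DMEM with 10% FBS were pin-treated with compounds at several concentrations, incubated 72 h at 37 °C, and viability read by CellTiter-Glo luminescence; concentration-effect curves were fitted after normalization.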
* hit, by the source's call; i = inactive; ? = inconclusive; nt = no result given; [ ] = another dose, or the depositor's remark. Unless noted, calls follow the shape of the dose curve; as a rule, active = well fitted curve in the direction sought with a large enough effect; inconclusive = small, poorly fitted or top-dose-only effect, or another doubt; inactive = no such curve, though single readings can be large; an effect the other way counts as inactive or inconclusive. Random draw from the library; about 11% have a hit in one of these screens.

Results follow in this order: MCF10A rerep	ATXN2 expr inh	SW480 rereplic	IL-1B inflam inh	HT1080 IDH1KD tx	HT1080NT lethal	KB-V1 MDR tox	S2 tox	KB-3-1 tox
O=C(N/N=C\c1ccccn1)C1COc2cc3ccccc3cc2O1 (configuration not stated)
 : 9%	-34%	-4%	27	-14%	-18%	2%	i	7%
O=C(CCCN1C(=O)/C(=C/c2ccccc2OC(F)F)SC1=S)Nc1cccnc1
 : 23µM*	?	?	-85*	-23%	-1%	?	nt	?
O=C(Nc1nnc(SCc2ccc(Cl)cc2)s1)c1ccco1
 : 7%	-10%	0%[9.22 µM]	0	-19%	-20%	?	i	?
Nc1nonc1C(=O)N/N=C/c1cc(Br)ccc1O
 : -16%	-33%[11.3 µM]	-6%	188	2.1µM*	?	10%	i	-23%
CN(C)c1ccc(-c2nnc(-c3ccccc3F)o2)cc1
 : 18%	nt	2%	-16	4%	1%	-22%	i	0%
CCOC(=O)c1ccc(NC(=O)c2ccc(CO)c(C(=O)NC3CCN(C(=O)OCC)CC3)c2)cc1
 : 1%	-3%	1%	18	-13%	-11%	15%	i	-9%
COc1nc(C)nc(C)c1Oc1ccc(Cl)cc1Cl
 : -2%	-8%	-2%	nt	-3%	-10%	-4%	i	-6%
O=[N+]([O-])c1cccc(N=Nc2ccc(O)cc2O)c1
 : ?	?	13µM*	-68*	5.8µM*	?	-2%	?	?
COc1ccccc1NC(=O)Cn1c(O)c(N=NC(=O)c2ccccc2O)c2ccccc21
 : 14%	?	?	13	0%	-5%	10%	?	1%
CCc1ccc(OC(=O)c2ccn(CC)n2)cc1
 : 14%	11%	0%	5	-3%	-6%	-4%	i	10%
COc1ccc(S(=O)(=O)N2CCCN(Cc3cccc(F)c3)CC2)cc1
 : 12%	-15%	9%	-14	-20%	-13%	-17%	i	-6%
CN(C(=O)COC(=O)/C=C/c1ccccc1[N+](=O)[O-])c1ccccc1
 : -1%	-15%	-4%	-3	19%	14%	-1%	i	4%
CCc1ccc(C(=O)COC(=O)c2ccccc2OC)cc1
 : 17%	6%	-6%	-1	3%	-8%	nt	?	nt
Nc1nc(SCC(=O)NN(c2ccccc2)c2ccccc2)n[nH]1
 : 6%	0%	2%	28	11%	9%	12%	i	10%
COc1cc([N+](=O)[O-])ccc1NC(=O)Cc1ccc(F)cc1
 : 3%	5%	-10%	-14	-10%	-6%	-43%	i	-14%
CCCNC(=O)C1(C)CCN(C(=O)COc2ccc(Cl)cc2Cl)C1 (configuration not stated)
 : nt	1%	nt	59	1%	-5%	4%	i	?
Cc1ccc(Sc2cnn(-c3ccccc3)c(=O)c2Cl)cc1
 : ?	-5%	?	?	-8%	-13%	-15%	i	-27%
CCOCCc1nnc(NC(=O)C(=O)c2cc(C)n(-c3ccc(C)c(C)c3)c2C)s1
 : nt	11%	nt	nt	nt	nt	-4%	i	-14%
O=C(Nc1ccc(N=Nc2ccccc2)cc1)c1ccc(Cl)cc1Cl
 : 14%	-1%	?	-25	-13%	15%	-6%	i	5%
O=C(Nc1ccccc1Br)C(Cc1ccccc1)NS(=O)(=O)c1cccc2nsnc12 (configuration not stated)
 : nt	-20%	nt	nt	nt	nt	-10%	i	0%
CCn1cc(C(=O)NCCc2ccccc2)c(=O)c2cc(S(=O)(=O)N3CCOCC3)ccc21
 : nt	5%	nt	nt	nt	nt	-7%	i	15%
CCCc1cc(=O)oc2cc(C)cc(OCc3nn[nH]n3)c12
 : 0%	11%	-2%	18	12%	11%	21%	i	10%
Cc1cccc(N(CC(=O)NC(C)(C)C)C(=O)CS(=O)CC(=O)Nc2ccc3c(c2)OCO3)c1 (configuration not stated)
 : ?	nt	0%	0	5%	13%	5%	i	11%
COCCSc1nnc(NC(=O)CCS(=O)(=O)Cc2ccccc2)s1
 : ?	19%	?	2	-3%	21%	?	i	2%
C[C@H]1CN([C@@H](C)CO)S(=O)(=O)c2ccc(C#CC3CC3)cc2O[C@@H]1CN(C)S(C)(=O)=O
 : nt	10%	nt	-4	-1%	12%	-6%	i	-13%
CCN(CC(=O)Nc1ccc(Br)cc1)C(=O)Cc1cccc(F)c1
 : 65%	5%	-2%	-2	-2%	-1%	-21%	i	-1%
Cc1scc(CN2CCN(c3ccccc3F)CC2)c1C
 : nt	-16%	nt	nt	nt	nt	-4%	i	1%
O=C(COC(=O)c1ccc(F)cc1)NC1CC1
 : 5%	nt	-2%	1	11%	7%	?	?	0%
Cc1ccc(CN2COc3cc(C)c4c(oc(=O)c5ccccc54)c3C2)cc1
 : nt	12%	nt	nt	nt	nt	9%	i	10%
CCN(CC)S(=O)(=O)c1ccc2c(c1)N(CC(=O)Nc1ccc(NC(C)=O)cc1)C(=O)CO2
 : -1%	-10%	-6%	7	4%	6%	9%	i	-4%
Cc1nn(C)c(C)c1/C=C/C(=O)c1ccccc1
 : -3%	81%[activator]	-1%	-13	-21%	5%	-13%	i	2%
COc1ccc(-n2c(SCC(=O)Nc3ccc(NC(C)=O)cc3)nc3c([nH]c4ccccc43)c2=O)cc1OC
 : nt	20%	nt	-23	?	?	2%	i	8%
COC(=O)Cn1cnc2c(nnn2-c2cccc(OC)c2)c1=O
 : 3%	0%	-6%	-21	1%	-2%	-2%	i	0%
Cc1ccccc1OCC(=O)Nc1ccccc1N1CCC(C)CC1
 : ?	-5%	?	-16	3%	-5%	-7%	i	-19%
COc1cc(NC(=O)Cc2ccccc2)cc(OC)c1
 : -3%	1%	-5%[9.22 µM]	-15	-6%	10%	1%	i	10%
O=C(NCCN1CCCC1)c1ccc2c(c1)N(Cc1cccc(Cl)c1)C(=O)c1ccccc1S2(=O)=O
 : -20%	-3%	-13%	-8	?	-20%	12%	i	-19%
N#C/C(=C\C=C\c1ccccc1)C(=O)N1CCCC1
 : 17%	-2%	-5%	-16	0%	-3%	1%	i	-4%
COc1ccc2oc(C(=O)OCC(=O)NCCc3ccccc3)c(C)c2c1
 : 2%	0%	-5%	4	0%	5%	11%	i	13%
O=C(NC1CC1)C1=C[C@@H](c2csc3ccccc23)C[C@@H](OCCCCO)O1
 : 5%	2%	1%	-1	8%	3%	-16%	i	-1%
Cc1cccc(C(=O)Nc2ccc(C(=O)N/N=C/c3cccnc3)cc2)c1
 : 2%	0%	0%	14	-4%	-6%	5%	i	-7%
COc1cc(N/C(=N/S(=O)(=O)c2ccccc2)c2ccccc2)ncn1
 : 0%	-16%	-1%	24	1%	5%	-1%	i	-3%
COc1ccc(C(=O)OCCN2CCN(C3=NS(=O)(=O)c4ccccc43)CC2)cc1OC
 : -1%	-6%	-1%	26	3%	-4%	-25%	i	5%
CC(C)CCN1C(=O)c2ccccc2C1c1nnnn1Cc1ccccc1 (configuration not stated)
 : nt	-2%	nt	-4	6%	0%	?	i	2%
Cc1cccc(CN2CCc3c(OCC(=O)NCc4ccco4)cccc3C2=O)c1
 : 4%	14%	8%	-2	-11%	-5%	15µM*	i	3%
CCOc1ccc(-c2cc(C(=O)NCCCN3CCOCC3)c3ccccc3n2)cc1
 : ?	2%	?	-27	-8%	-18%	-7%	i	1%
O=C(COc1ccc(Br)cc1Cl)NC1CCCCC1
 : 1%	54%[activator]	-1%	-7	18%	8%	18µM*	i	?
Cc1cc2c(cc1NS(=O)(=O)c1cccc(C#N)c1)n(C)c(=O)c(=O)n2C
 : nt	14%	nt	nt	nt	nt	1%	i	1%
COc1ccc(Br)cc1Cn1nnc(C(=O)Nc2cccc(SC)c2)c1N
 : nt	?	nt	nt	nt	nt	-19%	?	1%
CCOc1ccccc1NS(=O)(=O)c1ccc2c(c1)CC(C)N2C(=O)C1CC1 (configuration not stated)
 : nt	-17%	nt	nt	nt	nt	?	i	-5%
C/C(Cn1nnc2ccccc21)=N\NC(=O)c1cccc(Br)c1
 : 18%	-16%	-1%	114	-18%	-16%	0%	i	23%
C=C(C)CN1C(=O)C2(OCCO2)c2cc(Br)ccc21
 : -4%	5%	-1%	30	3%	6%	6%	i	9%
N#Cc1ccsc1NC(=O)COC(=O)c1ccc(NC(N)=O)cc1
 : 20%	19%	-4%	18	-8%	-9%	?	i	21%
COc1ccc(N(C(=O)C(C)C)S(=O)(=O)c2ccc(Cl)cc2)cc1
 : -5%	-1%	6%	1	?	4%	18µM*	i	1%
COc1cc(NC(=O)Cn2cnc3ccccc3c2=O)c(OC)cc1Cl
 : -5%	4%	-5%	-15	-1%	-1%	11%	i	?
Cc1cc(Oc2ccc3ccccc3c2)nc(SCC(=O)c2ccccc2)n1
 : ?	-33%	?	12	-18%	3%	16µM*	i	18µM*
CCCCCCNC(=O)O[C@@]12CN(S(=O)(=O)c3ccc(C)cc3)C[C@]1(O)Cn1c(=O)n(CCCCCC)c(=O)n1C2
 : nt	?	nt	-8	-6%	8%	-32%	?	?
CC(C)(C)NC(=O)CCN(/N=C/c1ccccc1)C1=NS(=O)(=O)c2ccccc21
 : 3%	1%	-9%	34	-3%	5%	-3%	i	-3%
COc1ccc(-c2nc3scc(-c4ccc(OC)c(OC)c4)c3c(=O)o2)cc1
 : -4%	?	-5%	-20	7%	-4%	-20%	?	-1%
COc1cc(CNC(=O)c2cnc(C)cn2)cc(OC)c1
 : -12%	-11%	-7%	10	-1%	3%	-1%	i	-10%
COc1cc(SC)ccc1C(=O)OC1CCOC1=O (configuration not stated)
 : -1%	8%	1%	9	13%	18%	2%	i	11%
COc1cc(OC)cc(C(=O)Nc2cc(-c3nc4cc(Cl)ccc4o3)ccc2Cl)c1
 : nt	103%[activator]	nt	nt	nt	nt	-14%	i	?
N#C/C(=C(/O)CN1CCN(c2ccccc2F)CC1)c1nc(-c2ccccc2)cs1
 : ?	-4%	-5%	8	?	?	-13%	i	0%
CCOC(=O)C1CCN(C(=O)CN(c2ccc(OC)c(OC)c2)S(=O)(=O)c2ccccc2)CC1
 : -4%	6%	-2%	-14	13%	13%	3%	i	6%
